Assay outcomes (PubChem BioAssay)
ATG4B inh – ATG4B protease inhibitors, primary screen, biochemical, fluorescence, uHTS; inhibition, % at 8.33 µM; Cysteine protease ATG4B (Homo sapiens), Q9Y4P1; 0.51% of 340,000 active; ATG4B cleavage of LC3-PLA2, NBD-HPC fluorescence, 1 h; AID 504462, 2011; in the data active = inhibition above about 40%
HKDC1 inh – HKDC1 hexokinase inhibitors, primary screen, biochemical, fluorescence, uHTS. Q2TB90. recombinant HKDC1, G6PDH/diaphorase resazurin coupled fluorescence. inhibition, % at 20 µM. 0.16% of 340,000 active;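 active = inhibition above about 35% when tested at 20 µM, limit read from the data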;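 note: plate controls were DMSO wells with enzyme for no effect and DMSO wells lacking enzyme for full effect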
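Test system: HK5 enzyme. Quantity: 5 µg/mL HK5 final. Reagent: glucose and ATP substrates. Schedule: 90 min reaction incubation at room temperature, dark. Technique: resazurin-to-resorufin fluorescence via G6PDH and diaphorase coupling, 525/613 nm. Control set: DMSO wells with and without enzyme mix.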
MPTP block – mitochondrial permeability transition pore inhibitors, primary screen, biochemical, isolated mouse mitochondria, absorbance | Ca2+ swelling absorbance, 30 min | inhibition, % at 10 µM | 1.4% of 360,000 active | AID 602449, 2012;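 active = inhibition of 50% or more, scaled per plate between neutral and stimulator controls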;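 note: 0% = DMSO wells given calcium and 100% = 1 mM EGTA wells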
PfGluPho inh – PfG6PD enzyme inhibitors, primary screen, biochemical, fluorescence intensity, uHTS. glucose-6-phosphate dehydrogenase-6-phosphogluconolactonase (Plasmodium falciparum 3D7). PfGluPho enzyme, NADPH resazurin-diaphorase fluorescence. inhibition, % at 20 µM. 0.78% of 350,000 active;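 active = inhibition reaching at least a set limit at 20 µM in the primary screen, cut at about 59% in these data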;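 note: 0% = DMSO wells with substrate and 100% = DMSO wells lacking glucose-6-phosphate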
NR3A LBD binder – binders of NR3A ligand-binding domain, primary screen, biophysical, differential scanning fluorimetry, uHTS; 2.5% of 340,000 active; Glutamate receptor ionotropic, NMDA 3A (GRIN3A) ligand-binding domain; AID 1259313, 2017; Tm shift relative to glycine control, % at 25 µM; NR3A LBD differential scanning fluorimetry, Tm shift; 0% = protein alone, 100% = glycine-bound protein;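 active = melting temperature shift of at least 10% of the positive control shift, at one fixed dose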
SENP6 inh – SENP6 protease inhibitors, primary screen, biochemical, luminescence, uHTS. AID 2599, 2010. inhibition, % at 10 µM. Recombinant SENP6 catalytic domain, aminoluciferin luminescence. Sentrin-specific protease 6 (Homo sapiens), Q9GZR1. 1.8% of 330,000 active;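 active = inhibition above about 50% at the single tested dose, limit read from the data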;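 note: plate controls were DMSO wells with enzyme for no effect and DMSO wells lacking enzyme for full effect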
SENP8 inh – human SENP8 protease inhibitors, primary screen, biochemical, fluorescence, Nedd8 protein substrate, uHTS; Sentrin-specific protease 8 (Homo sapiens), Q96LD8; recombinant SENP8; AID 602440, 2012; inhibition, % at 20 µM; 0.64% of 360,000 active; in the data active = inhibition mostly above about 40%, no sharp cut-off; inactive = mostly below about 27%
SENP7 inh – SENP7 protease inhibitors, primary screen, biochemical, luminescence, uHTS. AID 434973, 2010. 1.5% of 330,000 active. recombinant SENP7, Z-RLRGG-aminoluciferin luminescence, 40 min. inhibition, % at 5 µM. Sentrin-specific protease 7 (Homo sapiens), Q9BQF6;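 active = inhibition above about 50% at the single test dose, limit read from the data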;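 note: plate controls were DMSO with enzyme for no effect and no enzyme buffer wells for full effect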
The depositor's hits bear a star.

SMILES	ATG4B inh	HKDC1 inh	MPTP block	PfGluPho inh	NR3A LBD binder	SENP6 inh	SENP8 inh	SENP7 inh
CCCn1nnc(NC(=O)c2ccco2)n1	3	-5	-0.1	-13	-1	-3	8	29
Cc1ccc(S(=O)(=O)N(C(=O)c2ccncc2)c2ccc(OC(=O)c3ccncc3)cc2)cc1	3	-8	0.2	5	-3	-9	21	-4
CN(c1ccccc1)S(=O)(=O)c1cc(C(=O)OCC(=O)N2CCN(C(=O)c3ccco3)CC2)ccc1Cl	-10	-5	4.0	-5	1	33	17	6
O=C(Cc1ccccc1)NC(Nc1cccc2ccccc12)C(Cl)(Cl)Cl (stereo unspecified)	-6	3	2.4	9	2	9	-34	2
CCOCC(=O)Nc1ccc([N+](=O)[O-])cc1Cl	11	-13	-1.4	0	-1	-2	15	-5
CCCNC(=O)Cn1nc(C)n2c(cc3cc(F)ccc32)c1=O	6	1	-0.8	-2	2	-10	-22	-6
OC1(c2cccs2)CN(c2ccccc2)C2=[N+]1CCCC2 (stereo unspecified)	-7	-5	-0.1	5	1	-9	4	-11
Cc1ccc2nc(N(CCN(C)C)C(=O)c3ccc4c(c3)OCCO4)sc2c1	-14	1	-2.1	17	1	-17	1	3
Cc1cc(C)cc(NC(=S)NCC2CCN(C(C)c3ccccc3)C2)c1 (stereo unspecified)	24	0	2.1	5	-1	-9	22	-4
O=C(CSc1nc2ccccc2c(=O)n1CCC(=O)N1CCCCC1)NCc1ccccc1	5	8	-1.0	0	-1	-5	7	-5
COc1ccc(CC(=O)NCC(=O)NCc2cc(=O)n(C)c(=O)n2C)cc1	2	0	0.7	-3	0	0	11	-1
C=CCN(C(C)=O)C1CC(=O)N(c2ccc(OCCC)cc2)C1=O (stereo unspecified)	1	-6	0.0	-3	-2	-2	17	9
CCn1cc(-c2cc(C(F)(F)F)n3nc(C(=O)O)cc3n2)c(C)n1	3	-3	21	1	-1	1	-147	-4
COc1cc2c(cc1NC(=O)COC(=O)c1ccc(C(C)(C)C)cc1)oc1ccccc12	5	3	0.8	-24	-2	14	-418	-6
OC(c1nnc(-c2ccccc2)o1)c1cccs1 (stereo unspecified)	1	-7	0.1	6	1	-11	-1	3
OCCN(Cc1ccccc1)Cc1ccccc1Cl	-1	-7	-1.3	14	2	-11	11	-12
CCNc1nc(Cl)nc(NCc2ccccc2)n1	3	-3	1.2	10	-1	-4	29	-2
Cc1c(Cl)cccc1N=C1SCCN1C(=O)CN1C(=O)NC2(CCCC2)C1=O	-6	10	0.3	20	-28	-16	0	0
CCCn1c(=O)c(C(=O)NNC(=O)c2ccc(Cl)cc2Cl)c(O)c2ccccc21	5	-7	28	-59	-5	5	-19	8
O=c1[nH]c(=O)c2nnc(N/N=C\c3ccc(O)cc3)nc2[nH]1	-1	-9	0.2	0	-1	2	8	6
COc1ccc2nc(NC(=O)C3CCCN(S(=O)(=O)c4c(C)noc4C)C3)sc2c1 (stereo unspecified)	-7	5	-0.9	19	-25	2	14	0
Cc1cc(=O)oc2c(C)c(OCC(=O)NC3CC(C)(C)NC(C)(C)C3)ccc12	2	7	1.3	0	-1	-13	-76	0
CC(C)c1cc(N2CCN(C(=O)c3ccco3)CC2)n2c(nc3ccccc32)c1C#N	-2	8	-1.6	-10	0	3	-418	9
CCCNC(=O)COc1coc(CN2CCN(c3ccccc3)CC2)cc1=O	-6	-1	-0.8	-16	2	-10	9	9
O=C(Nc1ccccc1C(=O)N/N=C/c1ccco1)c1ccc(F)cc1	9	5	-0.8	0	-4	6	-49	-3

No new results follow: entries from further up.
SMILES	ATG4B inh	HKDC1 inh	MPTP block	PfGluPho inh	NR3A LBD binder	SENP6 inh	SENP8 inh	SENP7 inh
CCCn1nnc(NC(=O)c2ccco2)n1	3	-5	-0.1	-13	-1	-3	8	29
Cc1ccc(S(=O)(=O)N(C(=O)c2ccncc2)c2ccc(OC(=O)c3ccncc3)cc2)cc1	3	-8	0.2	5	-3	-9	21	-4
CN(c1ccccc1)S(=O)(=O)c1cc(C(=O)OCC(=O)N2CCN(C(=O)c3ccco3)CC2)ccc1Cl	-10	-5	4.0	-5	1	33	17	6
O=C(Cc1ccccc1)NC(Nc1cccc2ccccc12)C(Cl)(Cl)Cl (stereo unspecified)	-6	3	2.4	9	2	9	-34	2
CCOCC(=O)Nc1ccc([N+](=O)[O-])cc1Cl	11	-13	-1.4	0	-1	-2	15	-5
CCCNC(=O)Cn1nc(C)n2c(cc3cc(F)ccc32)c1=O	6	1	-0.8	-2	2	-10	-22	-6
OC1(c2cccs2)CN(c2ccccc2)C2=[N+]1CCCC2 (stereo unspecified)	-7	-5	-0.1	5	1	-9	4	-11
Cc1ccc2nc(N(CCN(C)C)C(=O)c3ccc4c(c3)OCCO4)sc2c1	-14	1	-2.1	17	1	-17	1	3
Cc1cc(C)cc(NC(=S)NCC2CCN(C(C)c3ccccc3)C2)c1 (stereo unspecified)	24	0	2.1	5	-1	-9	22	-4
O=C(CSc1nc2ccccc2c(=O)n1CCC(=O)N1CCCCC1)NCc1ccccc1	5	8	-1.0	0	-1	-5	7	-5
COc1ccc(CC(=O)NCC(=O)NCc2cc(=O)n(C)c(=O)n2C)cc1	2	0	0.7	-3	0	0	11	-1
C=CCN(C(C)=O)C1CC(=O)N(c2ccc(OCCC)cc2)C1=O (stereo unspecified)	1	-6	0.0	-3	-2	-2	17	9

The listing continues:
SMILES	ATG4B inh	HKDC1 inh	MPTP block	PfGluPho inh	NR3A LBD binder	SENP6 inh	SENP8 inh	SENP7 inh
COC(=O)C1=C(O)/C(=C\c2ccc(OCC(=O)Nc3ccc(OC)cc3)cc2)N=C1C	-6	0	-2.2	3	6	17	-74	0
Cc1cc(C)c(S(=O)(=O)Nc2ccccc2C(=O)OCC(=O)NCc2ccccc2)c(C)c1	14	-5	-1.0	3	-4	-24	-64	1
CCOC(=O)C1CCN(C(=O)C2CCCN(c3ncnc4c3nc3n4CCCCC3)C2)CC1 (stereo unspecified)	1	4	5.6	-22	5	2	14	-3
O=C(CN(C(=O)CSc1nc2ccccc2o1)c1cccc(F)c1)NC1CCCCC1	-6	-7	1.3	4	-1	4	27	-5
COc1ccccc1NC(=O)C(C)OC(=O)c1nc2nc(C)cc(C)n2n1 (stereo unspecified)	-8	-2	-1.8	9	2	3	6	-3
CCOc1ccc(C(C(=O)NCC2CCCO2)N(Cc2ccccc2)C(=O)c2snc(C(N)=O)c2N)cc1 (stereo unspecified)	-7	-11	-3.1	17	-2	-10	-298	-1
